Growth percent in the NCI-60 one-dose screen (48 h, 10 µM unless noted): 100 = growth as untreated, 0 = no growth, -100 = all killed.
HOP-92 = HOP-92 NSCLC cells | 71,000 tested, 6.3% active
M14 = M14 melanoma; 80,000 tested, 6.2% active; AID 1794745
UACC-62 = UACC-62 melanoma | 81,000 tested, 5.4% active | AID 1794756
UACC-257 = UACC-257 melanoma; 78,000 tested, 4.4% active
A549/ATCC = A549/ATCC NSCLC | 81,000 tested, 3.7% active
MALME-3M = MALME-3M melanoma | 78,000 tested, 5.8% active
EKVX = EKVX NSCLC. 71,000 tested, 3% active. AID 1794765
HOP-62 = HOP-62 NSCLC; 80,000 tested, 3.9% active; AID 1794735
Starred values were filed as active, the others as inactive; & = joins results of further samples. The calls were made as follows: active = growth percent below 10; inactive = the rest.

Screening O=c1[nH]c(NCc2nnnn2-c2ccc(Br)cc2)nc2sc3c(c12)CCCC3 returned HOP-92 94, UACC-62 87, UACC-257 96, A549/ATCC 77, MALME-3M 112, EKVX 96 and HOP-62 94.
Screening COc1cc(C2CC(c3ccc(Oc4ccc(Cl)cc4)cc3)=NN2c2nc(-c3ccc(Cl)cc3)c(C#N)c(N3CCOCC3)n2)cc(OC)c1OC (stereo not drawn) returned M14 99, UACC-62 91, UACC-257 101, A549/ATCC 98, MALME-3M 106, EKVX 94 and HOP-62 99.
`CC(C)=CCC[C@](C)(O)[C@H]1CC[C@]2(C)[C@@H]1CC[C@@H]1[C@@]3(C)C/C(=C/c4cccnc4)C(=O)C(C)(C)[C@@H]3CC[C@]12C` gave HOP-92 80, M14 102, UACC-62 78, UACC-257 100, A549/ATCC 95, MALME-3M 98, EKVX 99 and HOP-62 110.
CCOP(=O)(OCC)c1nc(-c2ccccc2)oc1NCc1cccnc1 was read as HOP-92 114, M14 111, UACC-62 106, UACC-257 109, A549/ATCC 104, MALME-3M 100, EKVX 104 and HOP-62 100.
`CCOC(=O)C(=CNc1cnc(Nc2ccc(N3CCOCC3)cc2)nc1Oc1ccc(OC)cc1)C(=O)OCC` gave HOP-92 30, M14 64, UACC-62 47, UACC-257 87, A549/ATCC 22, MALME-3M 39, EKVX 87 and HOP-62 24.
For CN(C)c1ncc(-c2ccc(C(F)(F)F)cc2)c(NC2CCCCCC2)n1 the results were HOP-92 -2.0*, M14 45, UACC-62 31, UACC-257 38, A549/ATCC 57, MALME-3M 5.4* and HOP-62 88.
For COc1cc(C(=O)N(C)C2CCCCC2)cc(OC)c1OC the results were M14 124, UACC-62 97, UACC-257 93, A549/ATCC 95, MALME-3M 93, EKVX 89 and HOP-62 89.
CC(=O)CSC(C)=O was read as M14 103, UACC-62 107, UACC-257 100, A549/ATCC 100, MALME-3M 90 and HOP-62 101.
Cc1cn(C2CC(OS(C)(=O)=O)C(COC(c3ccccc3)(c3ccccc3)c3ccccc3)O2)c(=O)[nH]c1=O (stereo not drawn) was read as HOP-92 68, M14 105, UACC-62 90, UACC-257 105, A549/ATCC 95, MALME-3M 94 and HOP-62 86.
Screening Cn1cc(/C=C2\SC(=S)N(CCCC(=O)N3CCOCC3)C2=O)c2ccccc21 returned HOP-92 100, M14 112, UACC-62 93, UACC-257 100, A549/ATCC 105, MALME-3M 92, EKVX 91 and HOP-62 108.
For CCCc1cc(=O)nc2nncc(-c3ccccc3)n12 the results were M14 101, UACC-62 106, UACC-257 98, A549/ATCC 101, MALME-3M 96 and HOP-62 97.
O=C1c2ccccc2C(=O)C1c1ccccn1 was read as HOP-92 108, M14 106, UACC-62 94, UACC-257 28, A549/ATCC 105, MALME-3M 135, EKVX 114 and HOP-62 98.

An excerpt from the list above:
Screening O=c1[nH]c(NCc2nnnn2-c2ccc(Br)cc2)nc2sc3c(c12)CCCC3 returned HOP-92 94, UACC-62 87, UACC-257 96, A549/ATCC 77, MALME-3M 112, EKVX 96 and HOP-62 94.
Screening COc1cc(C2CC(c3ccc(Oc4ccc(Cl)cc4)cc3)=NN2c2nc(-c3ccc(Cl)cc3)c(C#N)c(N3CCOCC3)n2)cc(OC)c1OC (stereo not drawn) returned M14 99, UACC-62 91, UACC-257 101, A549/ATCC 98, MALME-3M 106, EKVX 94 and HOP-62 99.
`CC(C)=CCC[C@](C)(O)[C@H]1CC[C@]2(C)[C@@H]1CC[C@@H]1[C@@]3(C)C/C(=C/c4cccnc4)C(=O)C(C)(C)[C@@H]3CC[C@]12C` gave HOP-92 80, M14 102, UACC-62 78, UACC-257 100, A549/ATCC 95, MALME-3M 98, EKVX 99 and HOP-62 110.
CCOP(=O)(OCC)c1nc(-c2ccccc2)oc1NCc1cccnc1 was read as HOP-92 114, M14 111, UACC-62 106, UACC-257 109, A549/ATCC 104, MALME-3M 100, EKVX 104 and HOP-62 100.
`CCOC(=O)C(=CNc1cnc(Nc2ccc(N3CCOCC3)cc2)nc1Oc1ccc(OC)cc1)C(=O)OCC` gave HOP-92 30, M14 64, UACC-62 47, UACC-257 87, A549/ATCC 22, MALME-3M 39, EKVX 87 and HOP-62 24.
For CN(C)c1ncc(-c2ccc(C(F)(F)F)cc2)c(NC2CCCCCC2)n1 the results were HOP-92 -2.0*, M14 45, UACC-62 31, UACC-257 38, A549/ATCC 57, MALME-3M 5.4* and HOP-62 88.
For COc1cc(C(=O)N(C)C2CCCCC2)cc(OC)c1OC the results were M14 124, UACC-62 97, UACC-257 93, A549/ATCC 95, MALME-3M 93, EKVX 89 and HOP-62 89.
CC(=O)CSC(C)=O was read as M14 103, UACC-62 107, UACC-257 100, A549/ATCC 100, MALME-3M 90 and HOP-62 101.
Cc1cn(C2CC(OS(C)(=O)=O)C(COC(c3ccccc3)(c3ccccc3)c3ccccc3)O2)c(=O)[nH]c1=O (stereo not drawn) was read as HOP-92 68, M14 105, UACC-62 90, UACC-257 105, A549/ATCC 95, MALME-3M 94 and HOP-62 86.
Screening Cn1cc(/C=C2\SC(=S)N(CCCC(=O)N3CCOCC3)C2=O)c2ccccc21 returned HOP-92 100, M14 112, UACC-62 93, UACC-257 100, A549/ATCC 105, MALME-3M 92, EKVX 91 and HOP-62 108.
For CCCc1cc(=O)nc2nncc(-c3ccccc3)n12 the results were M14 101, UACC-62 106, UACC-257 98, A549/ATCC 101, MALME-3M 96 and HOP-62 97.

Next structures.
Screening CC1CC(C)(C)C2=NCCN21 (stereo not drawn) returned HOP-92 84, M14 109&101, UACC-62 107&113, UACC-257 100&98, A549/ATCC 106&95, MALME-3M 103&108 and HOP-62 107&109.
Screening N=C1C(=O)NC(=O)c2cc(-c3ccccc3)sc21 returned HOP-92 95, M14 105, UACC-62 101, UACC-257 99, A549/ATCC 102, MALME-3M 99, EKVX 83 and HOP-62 96.
Screening COc1cc(Cn2ccc3c2-c2oncc2CCC3)cc(OC)c1OC returned M14 73, UACC-62 68, UACC-257 63, A549/ATCC 72, MALME-3M 77 and HOP-62 71.
Screening CN1CCCC1c1cccnc1 (stereo not drawn) returned M14 119, UACC-62 94, MALME-3M 128, EKVX 123 and HOP-62 113.
For CS(=O)(=O)NC1CCCCC1 the results were M14 107, UACC-62 110, UACC-257 115, A549/ATCC 117, MALME-3M 130, EKVX 111 and HOP-62 105.
`CN(C)c1ccc2oc(=O)c3ccccc3c2c1` gave HOP-92 68, UACC-62 69, UACC-257 106, A549/ATCC 105, MALME-3M 98, EKVX 50 and HOP-62 78.
For O=C(Cn1cc(CSc2nc3ccccc3o2)nn1)Nc1ccccc1O the results were HOP-92 95, M14 96, UACC-62 96, UACC-257 107, A549/ATCC 101, MALME-3M 104, EKVX 111 and HOP-62 101.
O=C(Nc1ccccc1SC(=O)c1ccccc1)c1ccccc1 was read as HOP-92 86, M14 96, UACC-62 103, UACC-257 104, A549/ATCC 102, MALME-3M 90 and HOP-62 84.
`Cc1nn(-c2ccc(F)cc2)c2ncnc(Oc3ccc(NC(=O)Nc4c(Cl)cccc4Cl)cc3)c12` gave HOP-92 108, M14 112, UACC-62 96, UACC-257 101, A549/ATCC 101, MALME-3M 101, EKVX 100 and HOP-62 98.
Screening COc1ccc(C2=CC(c3cc(OC)c(OC)c(OC)c3)NC(=O)N2)cc1OC (stereo not drawn) returned HOP-92 6.2*, M14 17, UACC-62 44, UACC-257 57, A549/ATCC 19, MALME-3M 11, EKVX 36 and HOP-62 33.
COc1ccc(OC)c(NP2(=O)OCC(C)([N+](=O)[O-])CO2)c1 (stereo not drawn) was read as HOP-92 99, M14 100, UACC-62 99, UACC-257 112, A549/ATCC 96, MALME-3M 99 and EKVX 100.
For Cc1ccc2nc(-c3c(-c4ccccc4)nc4sccn34)[nH]c2c1 the results were HOP-92 88, M14 102, UACC-62 89, UACC-257 100, A549/ATCC 90, MALME-3M 119, EKVX 103 and HOP-62 111.
CCCCC1COc2cccc3c(SCC(=O)n4ccc5ccccc54)cc[n+]1c23 (stereo not drawn) was read as HOP-92 91, UACC-62 89, UACC-257 99, A549/ATCC 103, MALME-3M 93, EKVX 98 and HOP-62 103.
Screening CCCCn1c(C)cc(C)c(C#N)c1=O returned HOP-92 98, M14 97, UACC-62 94, UACC-257 101, A549/ATCC 101, MALME-3M 95, EKVX 94 and HOP-62 106.
Screening CCOc1ccc(Br)cc1/C=C(\C#N)c1ccc([N+](=O)[O-])cc1 returned M14 101, UACC-62 92, MALME-3M 62 and HOP-62 22.
For Cc1ccc(OCCn2c(C)nn(-c3ccc(Cl)cc3)c2=O)cc1 the results were HOP-92 84, M14 102, UACC-62 103, UACC-257 104, A549/ATCC 100, MALME-3M 100 and HOP-62 103.
Screening Clc1ccccc1Cn1cc(CSc2nc3ccccc3s2)nn1 returned HOP-92 86, M14 102, UACC-62 85, UACC-257 113, A549/ATCC 110, MALME-3M 107, EKVX 109 and HOP-62 98.
`C=CCSc1n[nH]c(-c2cccs2)n1` gave HOP-92 95, M14 104, UACC-62 101, UACC-257 76, A549/ATCC 99, MALME-3M 110, EKVX 108 and HOP-62 94.
`COC1=CC(=O)OC(c2ccc(OC)cc2)C1` (stereo not drawn) gave HOP-92 98, M14 122, UACC-62 101, UACC-257 104, A549/ATCC 108, EKVX 96 and HOP-62 105.
For COC1=C[C@@]23CCCN2CCc2cc4c(cc2[C@H]3[C@H]1OC(=O)CCCC(C)C)OCO4 the results were HOP-92 108, M14 107, UACC-62 99, UACC-257 99, A549/ATCC 96, MALME-3M 101, EKVX 101 and HOP-62 98.
For CCOC(=O)c1c(N2CCOCC2)[nH]c(=O)c(C=Nc2ccc(OC)cc2)c1O the results were HOP-92 82, M14 119, UACC-62 101, UACC-257 110, A549/ATCC 94, MALME-3M 95, EKVX 93 and HOP-62 90.
For C#CCNN1C(=Nc2ccccc2)NC(=O)/C1=C\c1ccc(OC)cc1 the results were HOP-92 115, M14 103, UACC-62 96, UACC-257 108, A549/ATCC 107, MALME-3M 111, EKVX 97 and HOP-62 110.
`CN(C)CCCn1c(=O)c2ccccc2c2ccccc21` gave HOP-92 45, M14 88, UACC-62 82, UACC-257 94, A549/ATCC 87, MALME-3M 100, EKVX 107 and HOP-62 80.
Cc1cc(=O)n(C(=O)Nc2ccccc2)c2cc(O)ccc12 was read as HOP-92 84, M14 96, UACC-62 99, UACC-257 95, A549/ATCC 96, MALME-3M 91, EKVX 108 and HOP-62 89.
Screening Nc1ccc(-c2nc(N3CCOCC3)c3c4c(sc3n2)CCCC4)cc1 returned HOP-92 65, M14 96, UACC-62 71, UACC-257 106, A549/ATCC 87, MALME-3M 86, EKVX 75 and HOP-62 86.
Screening O=C1c2cccc(Oc3ccccc3)c2C(=O)c2cccc(Oc3ccccc3)c21 returned HOP-92 76, M14 94, UACC-62 92, UACC-257 12, A549/ATCC 105, MALME-3M 123, EKVX 100 and HOP-62 89.
`CCCC(=O)Nn1c(N)cc2ccccc2c1=O` gave HOP-92 119, M14 109, UACC-62 100, UACC-257 103, A549/ATCC 112, MALME-3M 98, EKVX 100 and HOP-62 121.
Screening C=C1C(=O)O[C@H]2[C@H]1CC/C(CNC(=O)CCc1ccc(OC)cc1)=C\CC[C@@]1(C)O[C@@H]21 returned HOP-92 20, M14 43, UACC-62 47, UACC-257 53, A549/ATCC 82, MALME-3M 69, EKVX 71 and HOP-62 84.
`COC(=O)c1ccc2cc(OC)c(OC)cc2c1` gave HOP-92 94, M14 110, UACC-62 104, UACC-257 103, A549/ATCC 77, MALME-3M 117, EKVX 85 and HOP-62 107.
For O=C(c1cccc(F)c1)n1ccc2cc(NC(=S)Nc3ccc(N4CCOCC4)cc3)ccc21 the results were HOP-92 92, M14 94, UACC-62 93, UACC-257 99, A549/ATCC 101, MALME-3M 95, EKVX 101 and HOP-62 101.
BrCc1c(CBr)c(CBr)c(CBr)c(CBr)c1CBr was read as HOP-92 102, M14 114, UACC-62 109, UACC-257 120, A549/ATCC 109, MALME-3M 117, EKVX 101 and HOP-62 108.
`Cc1cc2ccccc2c[n+]1CCCCC[n+]1cc2ccccc2cc1C` gave HOP-92 98, M14 99, UACC-62 94, UACC-257 94, A549/ATCC 77, MALME-3M 101, EKVX 92 and HOP-62 94.
Screening CC(=O)NC(C)Cc1ccc([N+](=O)[O-])cc1 (stereo not drawn) returned HOP-92 95, M14 98, UACC-62 95, UACC-257 101, A549/ATCC 98, MALME-3M 98, EKVX 100 and HOP-62 108.
For CCN(CC)CCS(=O)(=O)CCNc1ccnc2cc(Cl)ccc12 the results were HOP-92 26, M14 -11*, UACC-62 30, UACC-257 59, A549/ATCC 72, MALME-3M 1.0*, EKVX 27 and HOP-62 23.

Screening results as filed in PubChem.
